Bioassay records from PubChem BioAssay.
RORgamma inh = blocks mouse ROR gamma transcriptional activity. hit rate 5.4% among 310,000. P51450. AID 2551. Drosophila S2 Gal4-RORgamma UAS-luciferase reporter, 20 h. Potency, µM (titrated, usually from 53.6 µM), for inactives: at the highest dose activity change, negative = inhibition, actives largely listed as inhibitors; further: on the % scale 0 is the no-effect control and ±100 the full control effect; nearly all actives have a fitted effect of over 60% in size
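ROR gamma transcriptional activity was tracked as Gal4-UAS luciferase output in stably transfected Drosophila Schneider cells, with compound added 1 hr before 700 uM copper sulfate induction and a 20 hr ambient-temperature incubation.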
ELG1 genotoxic = inducers of genotoxicity in HEK293T ELG1-luciferase cells | hit rate 1.3% among 330,000 | Potency, µM (titrated, usually from 46 µM), inactives show at the top dose activity change, positive = activation, actives largely listed as activators | HEK293T ELG1-luciferase reporter, luminescence, 16 h; further: % of control where 0% means no effect; nearly all actives have a fitted effect of over 60% in size
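Quantitative HTS format in 1536-well plates. HEK293T ELG1-luciferase reporter cells receive test compound and are incubated 16 hr at 37 °C, 5% CO2; ONE-Glo added, 30 min room temperature, then luminescence read.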
MBNL1 CUG block = MBNL1-poly(CUG) RNA binding inhibition; Q9NR56; TR-FRET MBNL1-His/biotin-(CUG)12 binding, 665/545 ratio; Potency, µM (series often up to 57.5 µM), without a hit: at the highest dose activity change, negative = inhibition, actives largely listed as inhibitors; hit rate 0.036% among 280,000; AID 2675; active means well fitted inhibition curve with a large enough effect in the signal ratio, with a control signal flat, not every such curve was filed as active; inconclusive means small, poorly fitted or top-dose-only effect, or effect the other way, or a change in a side signal; inactive means no such curve, though single readings can be large or run the other way; the % refers to the signal ratio; further: on the % scale 0 is the no-effect control and ±100 the full control effect
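TR-FRET between His-tagged MBNL1 and biotin-(CUG)12 RNA, detected with Tb anti-His antibody (0.055 ng/ul) and streptavidin-XL665 (5 nM), 60 min at room temperature. Compounds titrated 92 nM to 58 uM; 665/545 nm ratio normalized to buffer and complex controls.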
uPA surface inh = cell surface uPA generation inhibition; Potency, µM (series often up to 38.3 µM), for the others: top-dose activity change, negative = inhibition, actives largely listed as inhibitors; cell surface uPA generation assay, qHTS; AID 540303; hit rate 0.31% among 330,000; active means well fitted inhibition curve with a large enough effect; inconclusive means small, poorly fitted or top-dose-only effect; inactive means no such curve, though single readings can be large or run the other way; tested in mouse RAW 264.7 cells; further: on the % scale 0 is the no-effect control and ±100 the full control effect; nearly all actives have a fitted effect of over 55% in size
MLL CXXC-DNA inh = MLL CXXC-DNA interaction inhibition; Q03164; MLL-CXXC / FITC-HOXA9 DNA fluorescence polarization; Potency, µM (titrated, usually from 115 µM), without a hit: at the top dose activity change, negative = inhibition, usual class: inhibitors; hit rate 0.037% among 290,000; AID 2662; active means well fitted inhibition curve with a large enough effect in the polarisation, with a control signal flat, not every such curve was filed as active; inconclusive means small, poorly fitted or top-dose-only effect, or effect the other way, or a change in a side signal; inactive means no such curve, though single readings can be large or run the other way; the % refers to the polarisation
Target sequence (Q03164 whole entry, looked up): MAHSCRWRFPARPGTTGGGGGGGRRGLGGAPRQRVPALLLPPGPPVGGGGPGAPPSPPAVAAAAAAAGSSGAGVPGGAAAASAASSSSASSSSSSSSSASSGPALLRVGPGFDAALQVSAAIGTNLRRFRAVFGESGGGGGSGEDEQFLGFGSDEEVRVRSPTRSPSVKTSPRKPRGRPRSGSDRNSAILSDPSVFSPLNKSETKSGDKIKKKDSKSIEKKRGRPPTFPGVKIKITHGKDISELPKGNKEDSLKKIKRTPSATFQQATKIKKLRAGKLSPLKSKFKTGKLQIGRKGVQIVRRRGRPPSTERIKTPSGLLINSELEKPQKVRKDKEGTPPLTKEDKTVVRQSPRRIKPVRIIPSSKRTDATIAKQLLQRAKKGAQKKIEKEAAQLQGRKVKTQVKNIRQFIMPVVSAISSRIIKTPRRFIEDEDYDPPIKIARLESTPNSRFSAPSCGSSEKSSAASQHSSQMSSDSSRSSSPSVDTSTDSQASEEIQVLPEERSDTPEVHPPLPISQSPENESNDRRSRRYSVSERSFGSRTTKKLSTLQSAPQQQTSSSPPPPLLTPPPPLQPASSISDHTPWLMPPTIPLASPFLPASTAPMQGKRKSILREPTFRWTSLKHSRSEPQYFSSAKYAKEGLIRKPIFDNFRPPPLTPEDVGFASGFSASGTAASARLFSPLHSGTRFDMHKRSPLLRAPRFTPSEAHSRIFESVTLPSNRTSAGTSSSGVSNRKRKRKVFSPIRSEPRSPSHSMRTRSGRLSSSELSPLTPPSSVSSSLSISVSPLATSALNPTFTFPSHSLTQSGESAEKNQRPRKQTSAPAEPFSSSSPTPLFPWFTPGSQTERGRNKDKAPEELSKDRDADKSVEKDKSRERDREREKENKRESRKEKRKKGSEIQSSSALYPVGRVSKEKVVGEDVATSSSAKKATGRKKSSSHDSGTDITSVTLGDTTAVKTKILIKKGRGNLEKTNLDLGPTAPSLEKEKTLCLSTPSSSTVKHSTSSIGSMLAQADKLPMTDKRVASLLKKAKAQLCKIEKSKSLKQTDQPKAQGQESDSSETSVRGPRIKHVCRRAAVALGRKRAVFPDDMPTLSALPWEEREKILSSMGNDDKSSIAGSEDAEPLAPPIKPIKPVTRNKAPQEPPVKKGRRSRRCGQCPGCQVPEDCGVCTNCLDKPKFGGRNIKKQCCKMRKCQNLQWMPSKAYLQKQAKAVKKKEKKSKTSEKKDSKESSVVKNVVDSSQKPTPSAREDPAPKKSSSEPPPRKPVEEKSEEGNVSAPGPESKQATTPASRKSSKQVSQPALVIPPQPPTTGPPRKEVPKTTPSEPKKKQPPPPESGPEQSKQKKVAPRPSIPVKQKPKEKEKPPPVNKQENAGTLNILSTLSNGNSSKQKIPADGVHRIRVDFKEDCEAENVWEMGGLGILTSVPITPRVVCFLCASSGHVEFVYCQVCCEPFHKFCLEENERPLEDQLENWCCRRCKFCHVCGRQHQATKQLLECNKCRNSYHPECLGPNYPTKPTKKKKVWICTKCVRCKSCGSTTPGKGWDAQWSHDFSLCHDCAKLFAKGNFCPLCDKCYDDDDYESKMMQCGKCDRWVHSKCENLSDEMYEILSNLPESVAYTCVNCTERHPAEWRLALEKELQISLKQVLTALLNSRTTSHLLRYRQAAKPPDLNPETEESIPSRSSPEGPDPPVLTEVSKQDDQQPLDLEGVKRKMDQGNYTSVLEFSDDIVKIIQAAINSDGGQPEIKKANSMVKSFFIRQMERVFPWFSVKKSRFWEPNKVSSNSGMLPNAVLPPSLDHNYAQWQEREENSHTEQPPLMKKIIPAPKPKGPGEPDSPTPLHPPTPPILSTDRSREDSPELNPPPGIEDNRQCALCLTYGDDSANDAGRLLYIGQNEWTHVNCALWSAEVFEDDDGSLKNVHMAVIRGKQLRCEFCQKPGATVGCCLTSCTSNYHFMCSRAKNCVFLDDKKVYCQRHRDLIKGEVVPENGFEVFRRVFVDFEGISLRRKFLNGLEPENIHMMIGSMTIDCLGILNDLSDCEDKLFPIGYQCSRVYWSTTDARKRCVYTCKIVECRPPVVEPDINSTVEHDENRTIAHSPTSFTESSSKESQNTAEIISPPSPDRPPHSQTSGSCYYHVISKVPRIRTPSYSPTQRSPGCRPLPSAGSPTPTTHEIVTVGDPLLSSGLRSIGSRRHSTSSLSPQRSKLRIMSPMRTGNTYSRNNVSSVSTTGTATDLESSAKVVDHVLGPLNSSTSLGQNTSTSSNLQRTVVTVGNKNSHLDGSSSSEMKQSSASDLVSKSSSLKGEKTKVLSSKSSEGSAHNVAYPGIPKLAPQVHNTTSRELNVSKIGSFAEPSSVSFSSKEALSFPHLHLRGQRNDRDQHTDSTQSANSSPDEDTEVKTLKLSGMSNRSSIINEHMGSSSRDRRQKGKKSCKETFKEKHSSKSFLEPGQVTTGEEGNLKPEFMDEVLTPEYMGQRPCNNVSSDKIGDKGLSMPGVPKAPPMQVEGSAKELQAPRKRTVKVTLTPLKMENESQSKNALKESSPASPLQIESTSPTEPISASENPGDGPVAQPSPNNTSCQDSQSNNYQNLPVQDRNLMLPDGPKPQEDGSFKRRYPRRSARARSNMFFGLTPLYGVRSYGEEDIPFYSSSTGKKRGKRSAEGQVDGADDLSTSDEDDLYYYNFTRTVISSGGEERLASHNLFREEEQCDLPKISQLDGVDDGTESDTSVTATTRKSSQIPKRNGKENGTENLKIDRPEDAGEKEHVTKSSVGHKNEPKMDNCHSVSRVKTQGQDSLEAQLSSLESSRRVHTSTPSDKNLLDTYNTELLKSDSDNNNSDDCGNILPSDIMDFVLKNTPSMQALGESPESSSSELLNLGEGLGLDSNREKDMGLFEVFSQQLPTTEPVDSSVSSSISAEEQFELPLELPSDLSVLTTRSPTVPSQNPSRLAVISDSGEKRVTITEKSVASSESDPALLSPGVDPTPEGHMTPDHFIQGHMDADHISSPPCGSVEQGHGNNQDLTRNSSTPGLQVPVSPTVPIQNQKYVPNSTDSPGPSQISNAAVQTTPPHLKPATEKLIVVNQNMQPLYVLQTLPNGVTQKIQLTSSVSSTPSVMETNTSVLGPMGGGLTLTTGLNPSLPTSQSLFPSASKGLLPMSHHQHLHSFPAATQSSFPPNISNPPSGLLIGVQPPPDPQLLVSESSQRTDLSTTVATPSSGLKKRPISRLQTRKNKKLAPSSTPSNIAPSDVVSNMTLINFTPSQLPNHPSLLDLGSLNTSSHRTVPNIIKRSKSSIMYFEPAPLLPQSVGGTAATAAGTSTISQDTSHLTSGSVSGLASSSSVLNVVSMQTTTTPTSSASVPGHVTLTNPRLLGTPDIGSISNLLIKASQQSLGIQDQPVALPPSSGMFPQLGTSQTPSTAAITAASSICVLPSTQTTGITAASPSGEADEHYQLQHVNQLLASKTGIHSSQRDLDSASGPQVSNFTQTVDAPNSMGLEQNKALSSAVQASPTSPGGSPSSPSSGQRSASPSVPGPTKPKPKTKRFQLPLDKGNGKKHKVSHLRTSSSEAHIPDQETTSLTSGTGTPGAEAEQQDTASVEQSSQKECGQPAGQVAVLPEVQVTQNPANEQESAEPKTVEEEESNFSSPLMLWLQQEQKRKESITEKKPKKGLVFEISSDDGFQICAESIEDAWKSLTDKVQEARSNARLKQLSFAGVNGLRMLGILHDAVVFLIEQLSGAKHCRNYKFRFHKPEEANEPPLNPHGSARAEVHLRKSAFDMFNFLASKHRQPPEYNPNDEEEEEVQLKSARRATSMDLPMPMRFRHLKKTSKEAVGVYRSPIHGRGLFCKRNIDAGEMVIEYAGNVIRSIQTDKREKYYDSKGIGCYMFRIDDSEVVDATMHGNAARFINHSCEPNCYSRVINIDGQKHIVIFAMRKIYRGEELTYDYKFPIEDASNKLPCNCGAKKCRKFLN
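Fluorescence polarization: 7 uM MLL-CXXC (stock) preincubated 5 min with compounds, then 50 nM fluorescein-HOX-A9 DNA (stock) added; 30 min ambient. Buffer 50 mM Tris-HCl pH 7.5, 50 mM NaCl, 1 mM DTT, 0.05% BSA.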
VP16 counter = inhibits Gal4-VP16 luciferase reporter, ROR gamma counter-screen. Drosophila S2 Gal4-VP16 UAS-luciferase, luminescence, 20 h. Potency, µM (highest dose often 53.6 µM), for the others: top-dose activity, negative = inhibition, most hits filed as inhibitors. hit rate 3.5% among 310,000. AID 2546;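 further: Gal4-VP16 expression switched on by copper sulfate through the metallothionein promoter; on the % scale 0 is the no-effect control and ±100 the full control effect; nearly all actives have a fitted effect of over 50% in size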
Rab9 prom act = activates the Rab9 promoter. Huh7 Rab9 promoter-luciferase reporter, luminescence, 24 h. Potency, µM (titrated, usually from 9.22 µM), for the others: top-dose activation, negative = inhibition, actives largely listed as activators. hit rate 2.8% among 320,000. AID 485297; further: % of control where 0% means no effect; nearly all actives have a fitted effect of over 60% in size
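Cell-based reporter: Huh7 stable for Rab9 promoter-driven luciferase, plated in reduced-serum medium with 10% FBS at 1500 cells/well, compound-treated 24 h at 37 °C, luminescence read after 10 min reagent.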
p53 reactivation = mutant p53 re-activation in reporter cells; H1299 p53-A138V BP100-luciferase reporter, luminescence, 24 h; Potency, µM (highest dose often 92.2 µM), inactives show top-dose activity change, positive = activation, hits mostly activators; hit rate 0.063% among 320,000; further: % of control where 0% means no effect; nearly all actives have a fitted effect of over 45% in size
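p53-null H1299 cells stably carrying temperature-sensitive p53-A138V and a BP100-luciferase reporter were pinned with compounds (4-point, 1:5 series) and held 24 hrs at 37 deg C. Luminescence was read 10 min after detection reagent.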
BRCA1 expr up = increases BRCA1 expression. MCF7-BRCA1-FFLuc reporter, luminescence, 48 h; response scale: scaled: vehicle 0%, 10 µM genistein 100%. Potency, µM (titrated, usually from 46.1 µM), inactives show at the top dose activation, most hits filed as activators. hit rate 1.1% among 380,000; further: nearly all actives have a fitted effect of over 80% in size; some results filed as inactive show a strong effect at the top dose
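Cells: MCF7-BRCA1-FFLuc, 2000/well. Exposure: 48 h, 37 °C, 5% CO2. Read: luminescence, 15 min post-substrate. Controls: genistein 10 microM (maximal activation), DMSO (neutral).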
FLuc counter = counter-screen for miR-21 project: firefly luciferase inhibitors or activators; purified FLuc, Km substrates, luminescence inhibition; Potency, µM (titrated, usually from 57.5 µM), for inactives: at the highest dose activity change, negative = inhibition, actives largely listed as inhibitors; hit rate 6.9% among 360,000;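 further: plate controls were vehicle for no effect and reference inhibitor for full effect; nearly all actives have a fitted effect of over 55% in size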
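Purified P. pyralis luciferase, 10 nM final, with Km-level 10 uM D-luciferin and 10 uM ATP in 50 mM Tris acetate pH 7.5, 10 mM Mg acetate, 0.01% Tween-20, 0.05% BSA; 6-point qHTS titration about 60 µM downward; luminescence read.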
NPC1 promoter act = activates the NPC1 promoter | Huh7 NPC1 promoter luciferase reporter, 24 h | Potency, µM (titrated, usually from 9.22 µM), for the others: at the highest dose activation, usual class: activators | hit rate 2.4% among 320,000 | AID 485313;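 further: % of control where 0% means no effect; nearly all actives have a fitted effect of over 60% in size; reporter is driven by a mutant NPC1 promoter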
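Stably transfected Huh7 (NPC1 promoter→luciferase), 1500 cells/well in Opti-MEM + 10% FBS, 2 h settle, then compound 24 h at 37 °C. Luminescence after 10 min with Amplite reagent.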
Starred values were filed as active, the others as inactive; ? = inconclusive; · = not tested or not shown; [ ] = remark or other dose. Unless noted, the call rests on the fitted dose curve; in most records, active means well fitted curve in the direction sought with a large enough effect; inconclusive means small, poorly fitted or top-dose-only effect, or another doubt; inactive means no such curve, though single readings can be large; an effect the other way counts as inactive or inconclusive. Potency means the concentration at half of the fitted maximal effect.

SMILES | RORgamma inh | ELG1 genotoxic | MBNL1 CUG block | uPA surface inh | MLL CXXC-DNA inh | VP16 counter | Rab9 prom act | p53 reactivation | BRCA1 expr up | FLuc counter | NPC1 promoter act
CCSc1ccccc1C(=O)N1CCC2(CC1)CC(=O)c1ccccc1O2 | · | -21% | · | -5% | · | · | -6% | -5% | -32% | 7% | -6%
COc1ccc(NC(=O)CSc2nccn2-c2ccccc2)cc1 | 11% | 4% | 1% | 3% | 0% | 7% | 4% | 4% | 67% | -19% | -5%
CC(/C=N/Nc1nnc(C)c(=O)[nH]1)=C\c1ccccc1 | -18% | 15% | 4% | -6% | -1% | -25% | ? | 10% | 10µM* | 12µM* | ?
COc1ccccc1OCC(=O)Nc1ccc(N2CCCCC2)cc1 | 4% | 1% | -9% | -27% | -3% | 7% | 3% | -1% | 25% | ? | -2%
CC1CCCCC1NC(=O)C1CCCN(S(=O)(=O)c2ccc(-n3cnnn3)cc2)C1 (configuration not stated) | 1% | -12% | 1% | · | ? | 3% | 1% | 2% | -5% | 1% | 1%
Cc1cnc(NC(=O)COc2ccccc2Cl)s1 | 7.1µM* | ? | -9% | · | -8% | 7.9µM* | 0.25µM* | 27% | -39% | 0.27µM* | 0.1µM*
Cc1[nH]nc2cn[nH]c12 | -16%[10 µM] | -15% | -5% | · | -5% | -3% | -1% | -6% | 9% | 0% | 8%
O=C(NCCCN1CCOCC1)C(=O)N/N=C/c1ccccc1O | ? | -4% | 5% | 5% | 11% | -2% | -3% | 6% | -8% | 0% | -2%
COc1ccc(N2C(=S)NC(C)(C)CC2(C)c2ccc(OC(C)=O)cc2OC(C)=O)cc1 (configuration not stated) | 10µM* | 5% | 4% | -2% | 1% | ? | 0% | -1% | -12% | -1% | -6%
CC(C)CC(=O)NS(=O)(=O)c1ccc(NC(=O)c2ccco2)cc1 | 37% | 1% | 2% | 0% | -5% | -5% | -6% | 3% | 0% | 0% | -10%
COc1ccc(C2=CC(=O)C[C@H](c3ccc(F)cc3)C2)c(OC)c1 | · | -2% | · | 3% | · | · | -3% | -4% | -24% | 0% | 3%
CCOC(=O)COc1cccc2c(=O)n(CC(=O)NCc3ccc(F)cc3)ccc12 | -4% | 19% | -3% | 0.056µM* | 2% | -6% | -17% | 6% | -40% | -1% | -13%
CC(C)CN1C(=O)C(=O)N(CC(=O)c2ccc3c(c2)CCCC3)C1=O | · | 11% | · | 1% | · | · | -3% | 10% | 26% | -9% | 2%
CCCCCOC(=O)Nc1ccc(S(=O)(=O)Nc2cccc([N+](=O)[O-])c2)cc1 | ? | -1% | · | 3% | 2% | ? | -7% | 13% | -54% | -6% | -7%
CCc1nn(C(C)C(=O)NCCc2ccccc2)c(=O)c2cc3occc3n12 (configuration not stated) | 28% | 0% | 6% | -3% | 4% | 7% | 2% | 0% | 11% | 4% | 2%
O=C(NCCNCc1ccccn1)c1ccco1 | 9% | -2% | -13% | 0% | 7% | -5% | -8% | -1% | 2% | 0% | -2%
CC(C)NC(=O)NC(=O)COC(=O)Cc1c(F)cccc1Cl | 3% | -7% | -5% | -2% | 8% | -4% | 0% | 17% | -14% | -4% | -8%
COC(=O)c1ccc(CSc2nc(N3CCOCC3)c3c(c2C#N)CC(C)(C)OC3)o1 | -21% | 2% | -11% | -1% | 7% | -1% | -7% | ? | -20% | 8% | 3%
O=C(Cc1cccs1)Nc1ccccc1-c1nc2ccccc2[nH]1 | 1% | -6% | 86%[activator] | -9% | -5% | 3% | -10% | 0% | -15% | -3% | -12%
C/C(=N/NC(=O)C(=O)N/N=C(/C)c1ccccc1)c1ccccc1 | 9% | 8% | -2% | · | -5% | -6% | 0% | 4% | · | ? | 1%
C=CCn1c(SCc2ccccc2C#N)nnc1-c1cc(Br)ccc1O | 18µM* | -10% | 0% | · | -22% | 25µM* | -1% | -14% | -53% | 1% | 1%
C#CCOCCOCCOCCNc1nc(N2CCN(C(=O)CCCCCCCCCCNC(=O)[C@H]([C@@H](C)CC)n3cc(CCCCN=C(N)N)nn3)CC2)nc(N2CCN(C(=O)CCCCCCCCCCNC(=O)[C@@H]([C@H](C)O)n3cc(C)nn3)CC2)n1 | · | 4% | · | ? | · | · | 8% | 2% | -67% | ? | 2%
O=C1CC(NCCc2ccccc2)C(=O)N1CCc1ccccc1 (configuration not stated) | 4% | 0% | -8% | -8% | 0% | 23% | -3% | -4% | -8% | -1% | -5%
Cn1c(SCc2nc(-c3ccc(Br)cc3)no2)nnc1-c1ccco1 | -2% | -4% | -1% | 1% | -4% | -2% | -6% | 1% | -16% | -15% | 2%
CC1(C(=O)N/N=C/c2ccccc2)CC1(Cl)Cl (configuration not stated) | 20%[1.91 µM] | 3% | 1% | 3% | -4% | 3% | 6% | · | -3% | -10% | -1%
O=C(O)Cc1ccc(N=Cc2c(O)ccc3ccccc23)cc1 | -15% | -2% | ? | -8% | -5% | 0% | -1% | 5% | -49% | ? | -3%
CC(=O)CCc1c(C)c2cccc(C)c2[nH]c1=O | 32% | 0% | 1% | -9% | -3% | -8% | 0% | -2% | 0% | -2% | -3%
CN(CCC1CCCCO1)C(=O)CCc1nnc(CCc2ccccc2)o1 (configuration not stated) | 15% | ? | -2% | 1% | 7% | 4% | 21% | -6% | 13% | ? | 14%
N#Cc1ccccc1S(=O)(=O)N1CCN(CC(O)COc2ccccc2F)CC1 (configuration not stated) | -14% | -1% | 3% | 3% | 0% | 0% | -7% | -7% | -7% | 1% | -1%
O=C(c1ccccc1)C(Nc1ccccn1)c1ccccc1 (configuration not stated) | -5% | -1% | -10% | 5% | -1% | 6% | 9% | -1% | 20% | -7% | -6%
CCC(=O)NCCc1nc2ccccc2[nH]1 | 27% | -5% | 1% | 5% | 2% | 4% | 1% | 1% | 8% | 3% | -3%
N#CC(c1ccccc1)c1cccc(Cl)n1 (configuration not stated) | 18% | 0% | -3% | -5% | 7% | 1% | 0% | 11% | 9% | 0% | -3%
Cc1nc(NCCc2ccccc2)c2oc3ccccc3c2n1 | -33% | -3% | -1% | -3% | 2% | ? | 0% | 0% | -75% | ? | -2%
O=C(CCCC(=O)Nc1cccnc1)Nc1cccnc1 | -14% | -1% | ? | 5% | -4% | -11% | 10% | 2% | -3% | 3% | -1%
CCCN1CNC(=S)N(c2ccccc2OC)C1 | ? | -4% | -8% | -1% | 13% | -23% | -3% | 3% | -1% | 1% | -2%
Cc1cnc(C(=O)Nc2nnc(C(C)C)s2)cn1 | ? | 9.2µM* | 7% | -3% | 6% | 6%[0.365 µM] | 2.8µM* | ? | 71% | ? | 2.5µM*
CCn1c(SCC(=O)Nc2c(C)n(C)n(-c3ccccc3)c2=O)nc2c1c(=O)n(C)c(=O)n2C | 13% | 3% | 9% | 4% | -10% | -2% | -15% | -2% | -1% | 1% | -2%
COc1ccc(COC(=O)C2=C(C)NC(=O)NC2c2cc(Br)c(O)c(OC)c2)cc1 (configuration not stated) | ? | 11% | -2% | 3% | 6% | -1% | -2% | · | -29% | 9% | -4%
COc1cc(C(c2c(O)nc(SC)[nH]c2=O)c2c(O)nc(SC)[nH]c2=O)cc(OC)c1OC | 1% | 3% | 2% | 12% | -21% | -6% | -1% | 4% | 0% | -4% | 0%
COc1cc(/C=C/C(=O)O)cc(S(=O)(=O)N2CCN(S(=O)(=O)c3ccc(Cl)cc3)CC2)c1OC | 20% | 2% | -3% | -6% | -5% | -9% | 3% | 0% | -1% | -6% | -2%
CNC(=O)C1CCN(S(=O)(=O)c2c(C)noc2/C=C/N(C)C)CC1 | -1% | 0% | -2% | 7% | 56%[activator] | 6% | 0% | 8% | 0% | 1% | -4%
CC(=O)Nc1ccc(NC(=O)C(C)OC(=O)c2ccccc2NS(=O)(=O)c2cccs2)cc1 (configuration not stated) | 18% | 0% | -12% | 0% | ? | 7% | -4% | -4% | -18% | 4% | -5%
CCCCCCCN1C/C=C\C(c2ccc(OC)cc2)N(Cc2ccc(F)cc2)C(=O)[C@H]1Cc1ccccc1 (some centres not stated) | -4% | 0% | 1% | -1% | 0% | -9% | -11% | 5% | 0% | 1% | -3%
O=C(N/N=C/c1cccs1)c1ccc2c(c1)OCO2 | 14µM* | 9.2µM* | ? | -14% | 5% | ? | 1.3µM* | ? | ? | 2.7µM* | 2.5µM*
COc1cc(C2C=C(Nc3ccccc3)C(=O)N2c2ccccc2)ccc1O (configuration not stated) | 9% | -9% | -8% | 0% | 3% | 9% | -2% | 7% | 40% | -19% | -5%

A portion of the library (hit frequency here may not be typical).
